Compound activity (PubChem BioAssay)
TWEAK-Fn14 inh = inhibitors of TWEAK-Fn14 signaling, primary screen, luciferase reporter cells, uHTS; TWEAK-stimulated Fn14 reporter cells, luciferase luminescence, 8 h; inhibition, % at 10 µM; hit rate 2% among 360,000; in the data active means inhibition above about 50%
HIF-2a inh = HIF-2a reporter inhibitors, primary screen, luminescence, 786-0 RCC cells. 786-0 RCC cells HIF-2a reporter, luciferase luminescence, overnight. inhibition, % at 18.8 µM. hit rate 0.72% among 360,000;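 active means inhibition of the luminescence signal of 40% or more relative to plate controls, in a single-dose primary screen at 18.75 µM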
C8 TRAIL sens = viability loss with TRAIL in NB7+C8 cells, primary screen, TRAIL sensitizer project, cell-based, ATPlite luminescence | inhibition (viability loss, TRAIL sensitization), % at 10 µM | hit rate 1% among 360,000 | AID 624354, 2012;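 active means compounds causing at least 50% loss of cell viability in the single-dose screen, relative to plate controls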
NR2E3 ag-1 = inhibitors of NR2E3-RetCOR corepressor binding, primary screen, NR2E3 agonist project, biochemical, TR-FRET, GST-NR2E3, biotin-RetCOR; Photoreceptor-specific nuclear receptor (Homo sapiens), Q9Y5X4; inhibition of corepressor binding, % at 4.78 µM; AID 2300, 2010; 1536-well; hit rate 0.12% among 320,000;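 active means percent inhibition above the cutoff of mean plus 3 SD of all tested compounds, set per screening campaign, cut at about 20% in these data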;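 further: 0% = DMSO wells and 100% = biotin wells as full block of FRET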
Target sequence (Q9Y5X4 whole entry, looked up): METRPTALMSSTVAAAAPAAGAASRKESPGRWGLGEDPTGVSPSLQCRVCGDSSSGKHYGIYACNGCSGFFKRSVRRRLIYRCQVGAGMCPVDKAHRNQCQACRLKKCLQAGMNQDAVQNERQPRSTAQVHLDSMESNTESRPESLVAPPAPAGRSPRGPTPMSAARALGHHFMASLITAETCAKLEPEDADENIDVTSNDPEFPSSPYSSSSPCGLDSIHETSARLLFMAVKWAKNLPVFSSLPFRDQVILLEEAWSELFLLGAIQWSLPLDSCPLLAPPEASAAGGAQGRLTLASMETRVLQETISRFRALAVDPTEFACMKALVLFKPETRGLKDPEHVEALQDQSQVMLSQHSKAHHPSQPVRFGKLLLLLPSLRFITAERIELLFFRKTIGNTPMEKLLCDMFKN
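Material: NR2E3–RetCOR corepressor complex / Incubation: Compound–protein incubation for 5 h at 4 °C / Dosing: compound at 4.8 µM, single dose / Detection: time-resolved FRET / Benchmarks: high control biotin, low control 0.6% DMSO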
NR2E3 ag-2 = NR2E3 agonists in two-hybrid cells, primary screen, cell-based, luminescence, CHO-S, Gal4-NCOR/VP16-NR2E3. AID 602229, 2012. luciferase. inhibition of corepressor binding, % at 3.98 µM. hit rate 0.35% among 360,000;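 active means inhibition above the mean of all tested compounds plus 3 SD, cut at about 70% in these data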;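 further: 0% = DMSO with NR2E3 transfected cells and 100% = cells lacking NR2E3 construct; higher means lower luciferase signal from less NR2E3 corepressor binding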
Shn3 inh set2 = reduction of Shn3 3'UTR firefly luciferase signal, primary screen, Schnurri-3 inhibitor project, cell-based, Clone20 osteoblasts, set 2; AID 588674, 2011; Clone20 osteoblast Shn3 3'UTR firefly luciferase, 24 h; inhibition, % at 12.5 µM; hit rate 0.52% among 360,000;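 active means mean inhibition of at least 75% with every replicate also reaching 75%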;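 further: 0% = median of neutral control wells and 100% = pilot-screen positive control compound; some compounds past the cut are filed as inactive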
TRPM1 prom inh = inhibitors of MITF-dependent TRPM1 promoter reporter, primary screen, cell-based, SK-MEL-5, single point, luciferase | SK-MEL-5 TRPM1 promoter luciferase, 24 h | inhibition, % at 12.5 µM | hit rate 0.83% among 330,000;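 active means mean inhibition across replicates of 60% or more, whatever share of single replicates reaches that level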; further: values of inactives mirror those of a sister screen read the other way
Peg3 prom inh = Peg3 promoter-driven luciferase inhibitors, primary screen, cell-based, HeLa, luciferase luminescence. HeLa PEG-Prom luciferase reporter, overnight. inhibition, % at 20 µM. hit rate 1.7% among 360,000. AID 588405, 2011;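 active means inhibition of at least 50% at 20 µM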
KKLEB tox = cytotoxicity in KKLEB CF airway cells, primary screen, cytotoxicity control for CF NF-kB inhibitor project, cell-based, uHTS, fluorescence assay plates | AID 602141, 2011 | activity change (cytotoxicity), % at 5 µM | KKLEB CF airway cells viability, ATPlite luminescence, overnight; hits give low values; cells stimulated with P. aeruginosa culture filtrate | hit rate 0.36% among 360,000;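 active means corrected activity change at or below -50% at 5 µM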
TROY signal inh = inhibitors of TROY-driven NF-kB signaling, primary screen, Q293 LMP1-TROYcd cells, NF-kB luciferase, uHTS; Q293 LMP1-TROYcd NF-kB luciferase reporter, 4 h; inhibition, % at 10 µM; hit rate 0.98% among 360,000; AID 1347056, 2019;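 active means compounds whose plate-normalised and pattern-corrected inhibition of the luciferase reporter signal at the single screening dose is 50% or more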
CF NFkB inh = inhibitors of PAF-induced NF-kB signaling, primary screen, cell-based, GFP fluorescence, uHTS; hit rate 0.86% among 360,000; KKLEB NF-kB-GFP reporter, GFP fluorescence overnight; inhibition, % at 5 µM;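 active means at least 50% inhibition at 5 µM, scaled per plate between neutral and stimulator controls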;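 further: PAF is a Pseudomonas aeruginosa culture filtrate used as stimulus; plate controls were PAF-stimulated DMSO wells for no effect and unstimulated DMSO wells for full effect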
* marks the source's active call; other numbers are inactive results; . = no result given.

SMILES	TWEAK-Fn14 inh	HIF-2a inh	C8 TRAIL sens	NR2E3 ag-1	NR2E3 ag-2	Shn3 inh set2	TRPM1 prom inh	Peg3 prom inh	KKLEB tox	TROY signal inh	CF NFkB inh
Cn1nnnc1SCC(=O)Nc1ccccc1Cl	4	5	2	0	-5	4	3	9	-20	1	3
Cc1cn([C@H]2C[C@H](O)[C@@H](CCC(=O)NCc3ccc4c(c3)OCO4)O2)c(=O)[nH]c1=O	8	10	-14	.	20	-11	.	22	-9	8	14
CCOC(=O)c1sc2nc(C)nc(SCC(N)=O)c2c1C	4	9	2	0	-26	-4	0	-11	-12	-10	12
O=C(CC1CCCC1)N1CCN(S(=O)(=O)c2c(F)cccc2F)CC1	20	7	-18	.	-3	-6	.	0	2	-13	12
Cc1ccc(S(=O)(=O)NC2CCCCCC2)cc1C(N)=O	-2	10	2	2	-6	-10	-5	13	-6	6	1
COc1cc(SC)ccc1C(=O)NCCN1CCOCC1	29	13	8	2	-5	6	2	-1	12	-6	-8
O=c1nc(Nc2ccc(Br)cc2)sc2ccc([N+](=O)[O-])cc12	-3	-48	-11	4	-34	7	-6	16	-14	-22	2
Cc1ccc(C)c2[nH]c(=O)c(CN(Cc3cccnc3)C(=S)NCc3ccco3)cc12	-5	20	3	1	-28	-4	7	22	4	15	-9
O=C(CCCc1nc2ccccc2s1)NCc1ccccc1	-12	-52	-13	0	-6	-23	8	-40	1	14	-4
CCC(COC)NC(=O)CCc1nnc(Cc2c[nH]c3ccccc23)o1 (stereo not given)	-1	5	-4	0	-5	-5	8	5	3	13	0
Cc1ccc(C)c(C(=O)COC(=O)Cn2[nH]c(=O)c3ccccc3c2=O)c1	-7	4	0	1	-7	4	-2	-1	6	-1	-7
CCCc1cc(=O)[nH]c(SCC(=O)Nc2ccc(OC)c(S(=O)(=O)N3CCCCC3)c2)n1	5	6	-20	.	-22	2	-2	-3	-10	-6	5
Cc1ccc(-c2nc3ccc(Cl)cn3c2Cc2ccsc2)cc1	-28	-261	8	.	-109	-49	.	-268	14	-32	-22
CCOc1ccc(CCNC(=O)c2c(C)noc2C)cc1OCC	0	8	6	-1	-13	-2	-5	-4	-1	-10	20
Cc1nc(N2CCOCC2)c2c(C)c(C(=O)Nc3ccc(C(F)(F)F)cc3)sc2n1	-3	3	-10	-1	-35	31	-16	15	-6	8	-4
COc1ccc(OC)c(NC(=O)c2ccc(Cl)cc2)c1	-6	-10	3	1	-1	-8	19	-3	10	-9	-17
Cn1cc(/C=N/n2cnc3scc(-c4ccc(Cl)cc4)c3c2=O)c2ccccc21	-11	16	35	3	-53	26	33	25	-18	21	37
O=[N+]([O-])c1ccc(-[n+]2nc(-c3ccccc3)nn2-c2ccccc2)cc1	14	15	-2	5	-29	22	7	42	-53*	-51	42
Cc1nn(C(C)C(=O)Nc2sc3c(c2C#N)CCCC3)c(C)c1[N+](=O)[O-] (stereo not given)	-19	2	-18	-1	6	10	-14	25	0	36	-7
NC(=S)NC(=O)c1ccccc1	-2	-7	11	-1	-9	7	1	24	6	-12	9

Part of the list above in order of molecular weight, rising.
SMILES	TWEAK-Fn14 inh	HIF-2a inh	C8 TRAIL sens	NR2E3 ag-1	NR2E3 ag-2	Shn3 inh set2	TRPM1 prom inh	Peg3 prom inh	KKLEB tox	TROY signal inh	CF NFkB inh
NC(=S)NC(=O)c1ccccc1	-2	-7	11	-1	-9	7	1	24	6	-12	9
Cc1ccc(S(=O)(=O)NC2CCCCCC2)cc1C(N)=O	-2	10	2	2	-6	-10	-5	13	-6	6	1
CCOC(=O)c1sc2nc(C)nc(SCC(N)=O)c2c1C	4	9	2	0	-26	-4	0	-11	-12	-10	12
CCOc1ccc(CCNC(=O)c2c(C)noc2C)cc1OCC	0	8	6	-1	-13	-2	-5	-4	-1	-10	20
CCC(COC)NC(=O)CCc1nnc(Cc2c[nH]c3ccccc23)o1 (stereo not given)	-1	5	-4	0	-5	-5	8	5	3	13	0
O=C(CC1CCCC1)N1CCN(S(=O)(=O)c2c(F)cccc2F)CC1	20	7	-18	.	-3	-6	.	0	2	-13	12
Cc1nn(C(C)C(=O)Nc2sc3c(c2C#N)CCCC3)c(C)c1[N+](=O)[O-] (stereo not given)	-19	2	-18	-1	6	10	-14	25	0	36	-7

The main list resumes with the 3 entries that preceded the break.
SMILES	TWEAK-Fn14 inh	HIF-2a inh	C8 TRAIL sens	NR2E3 ag-1	NR2E3 ag-2	Shn3 inh set2	TRPM1 prom inh	Peg3 prom inh	KKLEB tox	TROY signal inh	CF NFkB inh
O=[N+]([O-])c1ccc(-[n+]2nc(-c3ccccc3)nn2-c2ccccc2)cc1	14	15	-2	5	-29	22	7	42	-53*	-51	42
Cc1nn(C(C)C(=O)Nc2sc3c(c2C#N)CCCC3)c(C)c1[N+](=O)[O-] (stereo not given)	-19	2	-18	-1	6	10	-14	25	0	36	-7
NC(=S)NC(=O)c1ccccc1	-2	-7	11	-1	-9	7	1	24	6	-12	9
Nc1cc(N)nc(SCC(=O)Nc2ccc(Br)cc2Cl)n1	-18	-98	-9	1	-47	-20	-42	-95	-15	-22	10
CSc1cc(-c2ccc(Cl)cc2)c(C(=O)NN)s1	-20	-2	-6	0	0	-4	2	-20	3	5	-22
COc1c(Cl)cc(-c2noc(C)c2C(=O)NCc2ccc3c(c2)OCO3)cc1Cl	10	-1	-9	4	-8	-11	-4	6	4	5	-26
CC(C)N(C(=O)[C@H]1CC(CC(=O)NCCCn2ccnc2)C(=O)N2CCc3c([nH]c4ccccc34)[C@]12C)C(C)C (stereo not given in full)	36	13	-9	.	-21	8	-1	-11	-2	-12	-1
O=C1CCC(C(=O)OCc2nnc(-c3ccc(Cl)cc3)o2)=NN1	-31	-52	-24	3	-10	-12	-15	-43	4	-47	-42
O=C(CCNC(=O)C1CCN(S(=O)(=O)c2ccc(F)cc2)CC1)NC1CC1	-12	15	-2	-1	-20	-11	-2	-15	-1	10	-4
COc1cccc(NC(=O)C2(C)CCN2C(=O)Cc2cccc3ccccc23)c1 (stereo not given)	9	6	9	.	1	-9	.	15	12	2	2
N/C(=N\OC(=O)CCn1cccc(C(F)(F)F)c1=O)c1ccc(Cl)cc1	19	-18	13	-1	-7	3	-7	-1	-17	4	4
CCC(C)c1ccc(C2C3=C(Nc4nc(N)[nH]c(=O)c42)c2ccccc2C3=O)cc1 (stereo not given)	-12	14	16	0	-36	7	10	19	-33	8	-10
CCCCCCn1c(=O)n2n(c1=O)C[C@]1(OC(=O)Nc3c(C)noc3C)CN(S(=O)(=O)c3ccc(C)cc3)C[C@]1(O)C2	3	6	17	.	20	-5	.	6	0	14	2
COc1ccc(CN(CC2CCCO2)C(=O)CN2C(=O)COc3ccccc32)cc1OC (stereo not given)	5	13	-30	0	9	3	-14	4	-7	-4	4
CCOc1ccccc1NC(=O)CSc1nc2ccccc2nc1N1CCCC1	9	23	3	2	-22	6	22	17	-24	20	14
O=C(CCCCCNC(=O)c1ccccc1)N/N=C/c1ccco1	14	17	4	0	-2	15	-1	6	2	5	13
O=C(CN1CCN(C(c2ccccc2)c2ccccc2)CC1)N1CCN(c2ccccc2)CC1	10	20	-16	-3	-1	13	-13	17	-3	5	4
COc1ccc(C2=CC(=O)C[C@H](c3ccc(OC)cc3)C2)cc1	-36	-128	1	-2	-12	-31	-23	-114	2	-32	5
CCCCC(=O)Oc1c(S(=O)(=O)c2ccc(C)cc2)c(C)nn1C(C)(C)C	33	3	9	0	-34	-15	.	49	4	12	14
C#CCn1c(-c2cccs2)nc2ccccc21	0	-82	0	0	-10	-20	-7	-49	-9	2	19
Cc1cc(C)n(-c2nnc(C)n2/N=C/c2ccc(O)cc2)n1	16	12	-4	5	0	-13	-25	-2	7	6	-21
O=C(NC1CCCC1)C(c1ccccc1)N(C(=O)c1csnn1)c1ccccc1F (stereo not given)	8	14	-3	1	-17	0	2	9	3	19	5
CCOc1ccc(N(CC)S(=O)(=O)c2ccc3c(c2)n(C)c(=O)c(=O)n3C)cc1	-2	3	5	1	7	4	2	-1	-11	-4	6
Cc1ccc(C(=O)OCC(=O)c2c(N)n(C)c(=O)n(C)c2=O)cc1S(=O)(=O)N1CCOCC1	-17	10	3	0	0	-10	-10	6	1	9	-16
Cc1nn(-c2ccccc2)c(C)c1C(=O)OCC(=O)Nc1ccccc1F	-21	-248	13	8	0	-58	-95	-242	-1	-35	14
N=c1c(C(=O)NCc2ccc(F)cc2)cc2c(=O)n3ccccc3nc2n1Cc1cccnc1	-39	15	2	-1	3	38	2	15	-9	-9	-14
CS(=O)(=O)N(CC(=O)Nc1cccc([N+](=O)[O-])c1)c1ccccc1	4	10	-2	1	-33	9	3	12	0	-3	-8
CC(C)N1CCC(C)(C(=O)Nc2ccc(-n3cccc3)cc2)C1 (stereo not given)	-9	-15	7	.	15	-18	.	1	7	-7	-21
CN(C)Cc1c(O)ccc2c(=O)c(-c3ccccc3Cl)coc12	-2	-13	-5	4	-3	8	-18	-20	-2	9	-4
C/C(=C1/SC(N2CCOCC2)=NC1=O)c1ccc(Cl)cc1	-4	-22	-33	1	3	3	12	5	-8	-6	6
CC1CCCN(C(=O)C2CCN(c3ncnc4c3nc3n4CCCCC3)CC2)C1 (stereo not given)	-20	18	2	2	1	-4	5	17	-9	-2	16
O=C(CCC(=O)N(CC(=O)NC1CCCCC1)Cc1cccs1)Nc1nccs1	-17	6	-11	0	-30	9	8	10	6	-4	8
O=c1[nH]c(SCc2ccc(Cl)cc2)nc2ccccc12	-11	-17	1	-2	-37	6	9	-3	-3	-28	-6
CCN(c1ccccc1)S(=O)(=O)c1ccc(C(=O)NC2CCCCC2)cc1	-3	21	-2	.	-6	14	.	12	-3	-2	14

This is a subset, so the mix of outcomes need not match the whole.
